Source: PubChem BioAssay (National Center for Advancing Translational Sciences (NCATS))
RGS4 inh: inhibitors of human regulator of G protein signaling 4; P49798; Transcreener GDP fluorescence polarization, RGS4-accelerated GTP hydrolysis; Potency, µM (doses to about 114 µM), inactives show at the highest dose activity change, negative = inhibition, usual class: inhibitors; 390,000 tested, 0.039% active; also: potency is read from the fitted curve at half-maximal effect; % is scaled to controls: 0 for no effect and ±100 for the full control effect; nearly all actives have a fitted effect of over 75% in size; some results filed as inactive show a strong effect at the top dose
Target sequence (P49798 whole entry, looked up): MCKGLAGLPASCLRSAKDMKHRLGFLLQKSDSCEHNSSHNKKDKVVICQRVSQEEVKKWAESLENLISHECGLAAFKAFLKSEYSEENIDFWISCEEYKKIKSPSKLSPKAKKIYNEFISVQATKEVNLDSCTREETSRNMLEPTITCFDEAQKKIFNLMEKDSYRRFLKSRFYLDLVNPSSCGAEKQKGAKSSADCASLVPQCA
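MLSMR compounds (23 nl, pin-transferred) preincubated 10 min at room temperature with a 500nM (2x) first reagent, then RGS4 at 900nM (2x) plus Transcreener GDP mix added; fluorescence polarization (620/688 nm) read before and after 90 min at 30 °C.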
Vif-APOBEC3G blk: blocks the Vif interaction with human APOBEC3G | Q9HC16 | HeLa A3G-eYFP + Vif (tagged APOBEC3G with the HIV-1 protein that degrades it), YFP fluorescence, overnight | Potency, µM (highest dose often 46.1 µM), for inactives: at the top dose activity, negative = active, usual class: inhibitors | 410,000 tested, 0.076% active | AID 602310;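 also: potency is read from the fitted curve at half-maximal effect; % is scaled to controls: 0 for no effect and ±100 for the full control effect; nearly all actives have a fitted effect of over 60% in size; hits raise eYFP signal because A3G escapes Vif-driven loss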
Target sequence (Q9HC16 whole entry, looked up): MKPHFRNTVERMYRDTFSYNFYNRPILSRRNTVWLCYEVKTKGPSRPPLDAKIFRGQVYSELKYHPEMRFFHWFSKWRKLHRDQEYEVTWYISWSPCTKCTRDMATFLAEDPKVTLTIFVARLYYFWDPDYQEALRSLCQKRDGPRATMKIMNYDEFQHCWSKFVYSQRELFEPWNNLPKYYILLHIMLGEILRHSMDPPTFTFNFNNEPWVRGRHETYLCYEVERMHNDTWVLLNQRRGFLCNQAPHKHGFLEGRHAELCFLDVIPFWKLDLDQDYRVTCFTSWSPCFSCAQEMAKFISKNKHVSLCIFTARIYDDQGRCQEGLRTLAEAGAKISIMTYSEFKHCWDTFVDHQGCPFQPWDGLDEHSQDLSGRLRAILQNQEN
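Read-out is eYFP fluorescence (Ex 488/Em 500-530) from Vif-expressing HeLa A3G-eYFP cells; more signal means A3G escaped Vif-mediated degradation. Cells plated overnight, compound pinned in, incubated overnight at 37 deg C.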
ALOX12 inh: ALOX12 (human) lipoxygenase inhibition; P18054; purified 12hLO, xylenol orange hydroperoxide absorbance; Potency, µM (series often up to 108 µM), for inactives: top-dose activity change, negative = inhibition, hits mostly inhibitors; 580,000 tested, 1.1% active; AID 1671190; also: potency is read from the fitted curve at half-maximal effect; % is scaled to controls: 0 for no effect and ±100 for the full control effect
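Purified human 12hLO (150 nM final) in 25 mM Hepes, 0.01% Triton X-100, pH 7.0 was preincubated 15 min at room temperature with compound. Then 40 uM arachidonic acid was added, 30 min. Hydroperoxide was read by Fe-XO absorbance ratio 573/405 nm.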
D2 antagonist: D2 dopamine receptor (human) antagonism; P14416; HEK293 TREx D2 cells, calcium flux, dopamine EC80; inhibition, % at 10 µM; 340,000 tested, 2% active; in the data active = inhibition above about 30%; also: 0% is about no effect
Target sequence (P14416 whole entry, looked up): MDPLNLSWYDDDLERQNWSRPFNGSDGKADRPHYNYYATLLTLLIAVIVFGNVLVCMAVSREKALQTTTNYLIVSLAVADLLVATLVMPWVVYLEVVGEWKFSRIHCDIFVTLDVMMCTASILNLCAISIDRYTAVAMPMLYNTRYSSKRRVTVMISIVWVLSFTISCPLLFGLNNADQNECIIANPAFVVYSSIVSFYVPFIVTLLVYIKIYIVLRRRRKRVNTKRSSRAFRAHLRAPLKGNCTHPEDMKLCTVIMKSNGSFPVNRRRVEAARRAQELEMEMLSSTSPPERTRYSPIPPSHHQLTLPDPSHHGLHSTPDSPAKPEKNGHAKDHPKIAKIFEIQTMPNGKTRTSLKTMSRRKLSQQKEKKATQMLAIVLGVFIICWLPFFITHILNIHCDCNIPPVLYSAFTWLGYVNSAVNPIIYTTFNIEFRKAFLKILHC
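Inhibition of EC80 dopamine-driven calcium flux, recorded kinetically, defines activity here; cells are a tetracycline-induced HEK293 T-REx line expressing force-coupled D2.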
Vif-A3F inh: Vif-A3F binding inhibition; HeLa A3F-eYFP + Vif (tagged APOBEC3F with the HIV-1 protein that degrades it), YFP fluorescence increase; Potency, µM (series often up to 46.1 µM), for inactives: at the top dose activity, negative = active; 390,000 tested, 0.2% active; AID 602313; also: potency is read from the fitted curve at half-maximal effect; % of control where 0% means no effect; nearly all actives have a fitted effect of over 65% in size
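HeLa cells stably expressing A3F-eYFP plus Vif, plated and incubated overnight at 37 deg C, then exposed to compounds overnight at 37 deg C. Blocked degradation read as raised yellow fluorescence (Ex 488/Em 500-530).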
D2 ag: D2 dopamine receptor (human) agonism; P14416; HEK293 T-REx D2 cells, calcium flux agonist mode; activation, % at 2 µM; 340,000 tested, 0.53% active; AID 485358;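 active = activation over 3 SD above normal in the single-dose calcium agonist read, cut at about 30% in these data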; also: 0% is about no effect
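In this primary screen, compounds producing a positive calcium signal within 180 s of addition to tetracycline-induced, force-coupled HEK293 Trex D2 cells are flagged; cells are dye-loaded with a no-wash calcium kit beforehand.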
LDHA block: inhibitors of human lactate dehydrogenase A; purified LDHA, NADH/diaphorase-resazurin fluorescence; active compounds read low; 480,000 tested, 0.15% active; P00338; AID 1347041; activity change, % (values are at about 110 or 230 µM); in the data active = activity change below about -30%; inconclusive = mostly about -25% to -30%;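 also: plate controls were DMSO wells for no effect and wells without enzyme for full effect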
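Resorufin fluorescence (ex540/em590), read at 0 and 20 min after diaphorase/resazurin addition, reports the NADH left after a 5 min room-temperature reaction of 2 nM human LDH5 with 0.06 mM NADH and 0.2 mM pyruvate.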
ERG-DNA inh: inhibitors of human ERG Ets domain-DNA interaction. fluorescence polarization, His-ERG Ets domain / labelled DNA. Potency, µM (titrated, usually from 76.9 µM), without a hit: top-dose FP activity, negative = inhibition, actives largely listed as inhibitors. 370,000 tested, 0.028% active. AID 624246; active = well fitted inhibition curve with a large enough effect in the polarisation, with a control signal flat; inconclusive = small, poorly fitted or top-dose-only effect, or effect the other way, or a change in a side signal; inactive = no such curve, though single readings can be large or run the other way; the % refers to the polarisation;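 also: polarization taken with two DNA probes labelled with fluorescein and Texas red; potency is read from the fitted curve at half-maximal effect; % of control where 0% means no effect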
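His-tagged ERG Ets domain (1 uM in the protein solution; 300mM KCl, 50mM Tris-HCl, 1mM EDTA, 1mM DTT, pH 7.5) received compound, then a probe mix of 5 nM fluorescein-DNA and 100nM Texas-615-DNA. Fluorescence polarization was read for both dyes.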
Glioma ERSR ind: ER stress response induction in glioma. U87-MG GRP78 promoter luciferase reporter, 16 h. Potency, µM, for inactives: top-dose activation, most hits filed as activators. 420,000 tested, 0.02% active. AID 602332; also: potency is read from the fitted curve at half-maximal effect; series mostly up to about 76 µM; % of control where 0% means no effect; nearly all actives have a fitted effect of over 35% in size
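Stably transfected U87-MG glioma cells carrying a GRP78-based luciferase sensor; 16 h compound incubation. Luminescence end-point read 10 min after Bright-Glo addition at room temperature.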
An asterisk follows results filed as active; ? = inconclusive; . = no result given; & = joins results of further samples; [ ] = remark or other dose. Unless noted, calls follow the shape of the dose curve; as a rule, active = well fitted curve in the direction sought with a large enough effect; inconclusive = small, poorly fitted or top-dose-only effect, or another doubt; inactive = no such curve, though single readings can be large; an effect the other way counts as inactive or inconclusive. The list is partial, so the mix of outcomes need not match the whole.

Every second line gives: RGS4 inh | Vif-APOBEC3G blk | ALOX12 inh | D2 antagonist | Vif-A3F inh | D2 ag | LDHA block | ERG-DNA inh | Glioma ERSR ind
> O=c1c2ccccc2nnn1CSc1nc2ccccc2c(=O)n1Cc1ccco1
    -14% | 1% | 19% | 24 | 0% | 0.6 | -6 | . | 0%
> CC1CCC(=NNC(=O)Cc2ccccc2)CC1 (stereo not given)
    4% | -2% | 2% | 43* | 0% | 0.0 | -2 | . | -3%
> CCC(COC)NC(=O)CCc1nnc(Cc2c[nH]c3ccccc23)o1 (stereo not given)
    -16% | -3% | 1% | 2 | 0% | 0.4 | -2 | -6% | -1%
> CC(=O)OC(C)(CCC(C)(OC(C)=O)C(C)=O)C(C)=O (stereo not given)
    -14% | 2% | 3% | 3 | 0% | 0.9 | -4 | -2% | -2%
> Cc1ccc(/C=C2/SC(=S)N(CC(=O)Nc3ncc(Cc4ccc(C)cc4)s3)C2=O)cc1
    -16% | 0% | 0% | 3 | -12% | 0.5 | -8 | 0% | -2%
> Cc1nnc(NC(=O)CSc2nc(C(C)C)nc3ccccc23)s1
    -16% | ? | -13% | -12 | -7% | -0.9 | 3 | . | -3%
> CCc1ccccc1NC(=O)Cc1cn(C)c2ccccc12
    -9%&-8% | -8%&4% | -2%&-20% | -17 | 12%&0% | -0.2&-0.7 | -1&-14 | 0%&1% | -5%&-1%
> NC(=O)c1c(-c2cccs2)csc1N
    ? | -2% | . | 27 | 3% | 0.5 | 48 | -1% | -4%
> CN1CCN(S(=O)(=O)c2ccc(=O)[nH]c2)CC1
    -13% | 1% | -13% | . | -3% | . | -5 | 4% | -3%
> CC1CCN(c2nc3ccc(C(=O)NCCc4ccc(S(N)(=O)=O)cc4)cc3s2)CC1
    2% | 5% | -26% | . | 7% | -0.5 | -7 | 0% | -1%
> Cc1cccc(-n2ncc3c2CCCC3NC(=O)CN2CCOC2=O)c1C (stereo not given)
    4% | 2% | 2% | -9 | 6% | -0.3 | -11 | -2% | 7%
> CC(O)Cn1cnc2c1c(=O)n(C)c(=O)n2C (stereo not given)
    3% | 3% | 14% | -9 | 4% | -3.2 | -9 | -1% | -3%
> CCC(C)NC(=S)N1CCN(C)CC1 (stereo not given)
    -7% | -1% | ? | -1 | ? | 0.5 | ? | -7% | -2%
> COc1ccc(S(=O)(=O)N(C)CC(=O)Nc2c(F)cccc2F)cc1
    -4% | -3% | 19% | -25 | -3% | 0.5 | 3 | -5% | -3%
> O=C(NCC(c1cccnc1)N1CCN(Cc2ccccc2)CC1)C(=O)Nc1cccc(Cl)c1 (stereo not given)
    13% | 4% | -17% | . | 0% | -0.5 | 0 | -8% | -5%
> COc1ccc(Nc2nc3ccccc3n3nnnc23)cc1
    17% | -5% | 12% | 5 | ? | -0.2 | 0 | 0% | 3%
> COc1cc(/C=C2/SC(=S)N(CC(=O)Nc3cccnc3)C2=O)cc(OC)c1OC
    ? | -19% | -8% | -7 | -30% | 4.8 | -2 | . | -3%
> Cc1nc2ccccc2n1CCCOc1ccccc1
    41% | 4% | ? | -16 | -10% | 0.2 | -5 | 0% | 1%
> COc1ccc(OCC(=O)Nc2cccc(-c3nc4ccccc4o3)c2)cc1
    -39% | -1% | -24% | -1 | 5% | 1.9 | -1 | 1% | -2%
> Cc1ccc(-n2c(C)cc(/C=N/Nc3ccc([N+](=O)[O-])cn3)c2C)c(C)c1
    ? | -11% | ? | -7 | -30% | 1.7 | 1 | 11% | 5%
> O=C(Nc1ccc(S(=O)(=O)Nc2ccccc2)cc1)C1CC1
    -28% | -3% | 24% | 0 | 2% | 0.5 | -2 | -3% | -1%
> O=C1CN(C(=O)Cc2ccc(F)cc2)C(c2ccccc2)c2cc(Br)ccc2N1 (stereo not given)
    22% | -9% | -1% | . | -5% | 0.9 | -3 | 0% | 0%
> CC(C)(Cc1nc2ccccc2[nH]1)C(=O)O
    14% | 2% | -30% | 4 | -3% | 0.4 | -10 | 0% | -2%
> CCCC(=O)Nc1cc(C(F)(F)F)ccc1N1CCOCC1
    -7% | 0% | 1% | -14 | -6% | 0.0 | -6 | -1% | -3%
> O=C(Nc1ccsc1C(=O)O)c1ccccc1Cl
    4% | 0% | 3% | -3 | 9% | -0.5 | -13 | -4% | 2%
> CCN1C(=O)c2ccccc2Sc2ccc(NC(=O)Nc3ccc(C(C)=O)cc3)cc21
    ? | 0% | ? | . | -7% | 0.7 | 2 | -2% | -5%
> CCOc1cc(N2CCOCC2)c(OCC)cc1NC(=O)c1ccc(OC)c(S(=O)(=O)N2CCOCC2)c1
    13% | 0% | -26% | . | ? | . | 5 | 1% | -2%
> Cc1ccc(C)c(S(=O)(=O)Nc2nc(C)c(C(=O)Nc3ccccc3)s2)c1
    -39% | -4% | -9% | 13 | -4% | -2.6 | -7 | -17% | -3%
> CCOC(=O)c1ccc(NC(=O)N2CC(C)OC(C)C2)cc1 (stereo not given)
    16% | 0% | 0% | -19 | -6% | 0.0 | -4 | -2% | -1%
> CCCC(=O)Nc1nnc(SCC(=O)Nc2ccc(OCC)cc2)s1
    . | 1% | 5% | . | -1% | . | 2 | . | -5%
> COc1ccc(N=C2CCCN2CC(N)=O)cc1
    -3%[11.4 µM] | 0% | -2% | -2 | 1% | -0.3 | -4 | 0% | -4%
> CC1CC(C)CN(C(=O)c2ccc3c(c2)OCCO3)C1 (stereo not given)
    -3% | 0% | 7% | -13 | -10% | 0.5 | -3 | . | -2%
> CC1C(=O)N(Cc2ccccc2)c2ccccc2N1C(=O)c1ccccc1 (stereo not given)
    -19% | 1% | ? | -20 | 2% | -1.9 | -1 | 0% | -5%
> CCN(Cc1ccccc1)C1CCN(Cc2ccc(SC)cc2)CC1
    -15% | 0% | ? | . | -3% | . | -17 | -1% | 5%
> S=C(NCCSCc1ccc(Cl)cc1)Nc1ccccc1
    -4% | 3% | 45µM* | -13 | ? | 1.3 | -3 | -5% | -5%
> COc1ccccc1CNC(=O)CCS(=O)(=O)c1cccs1
    12% | 1% | 0% | . | -6% | . | -2 | 1% | 1%
> Cc1ccc(/C(O)=C2\C(=O)C(=O)N(C)C2c2ccc(Br)cc2)cc1 (stereo not given)
    4% | -2% | ? | 1 | -1% | 0.5 | -7 | 1% | -4%
> Cc1nc2cc(Cc3ccccc3)ccc2o1
    -27% | 0% | -2% | . | -15% | . | -5 | 4% | 5%
> Cc1cccc[n+]1CC(=O)Nc1cccc([N+](=O)[O-])c1
    17% | -6% | -20% | 12 | -3% | -0.4 | -1 | -16% | -3%
> COc1ccccc1NC(=O)CN(c1ccc([N+](=O)[O-])cc1)S(=O)(=O)c1ccccc1
    5% | 3% | -13% | 4 | -14% | -1.1 | 0 | 3% | -5%
> Cc1ccc(NS(=O)(=O)c2ccc(-c3csc(C)n3)s2)c(C)c1
    13% | -4% | 0% | 3 | -2% | -0.7 | -10 | 0% | -5%
> COc1ccccc1NC(=S)NC1CCC(CC2CCC(NC(=S)Nc3ccccc3OC)CC2)CC1 (stereo not given)
    17% | -2% | 32µM* | -10 | -10% | -1.9 | -6 | -2% | -4%
> Cc1cc(NC(=O)c2ccco2)cc(-c2nc3ccccc3o2)c1O
    13% | 3% | 25%&-13% | . | 4% | 0.3 | 0&0 | 0% | -3%
> O=C(Cn1nnc(-c2ccccc2)n1)NNC(=O)c1ccco1
    11% | 3% | 8% | -11 | 8% | -0.3 | -9 | -14% | -2%
> CCC(C)Nc1nc2c(c(=O)n(C)c(=O)n2C)n1Cc1ccc(Cl)cc1 (stereo not given)
    15% | -10% | ? | -2 | -3% | -1.1 | 0&8 | 10% | -5%
> O=C(c1cccn1-c1nnc(N2CCCCC2)s1)N1CCN(c2ccccc2)CC1
    21% | -4% | -21% | . | 7% | -0.2 | -1 | 0% | -1%
> Cc1nc2ccc(S(=O)(=O)NC(C(=O)NC3CCCC3)C(C)C)cc2s1 (stereo not given)
    20% | 0% | -2% | 2 | -2% | -1.1 | 2 | 9% | -1%
> CC1(C(=O)NC2CCCCCCC2)CC1(Cl)Cl (stereo not given)
    30% | 0% | 6% | -19 | -12% | 1.1 | -7 | -7% | 0%
> COc1ccc(S(=O)(=O)NCCc2cn3cccc(C)c3n2)cc1OC
    6% | -4% | 19% | -9 | 0% | -0.2 | -6 | 2% | -3%
> C/C(=C\c1ccccc1)C(=O)NCCc1ccccc1
    11% | -1% | -14% | 4 | -10% | 0.1 | -6 | 12% | -9%
> NC(=O)CC(NC(=O)c1ccccc1)c1ccc(NC2CCCCC2)c([N+](=O)[O-])c1 (stereo not given)
    4% | -11% | -32% | . | ? | . | -15 | -3% | 1%
> COc1cccc2c1c(NC(=O)c1cc(C)on1)nn2C
    -9% | 4% | 167%[activator] | -2 | 7% | -0.6 | 9 | 2% | -2%
> CC(=O)Nc1ccc(NC(=O)c2cc(-c3ccc4c(c3)OCCO4)on2)cc1
    -5% | -3% | 0% | . | -3% | -1.9 | -5 | 1% | -8%
> CC(=O)c1ccc(OCc2ncc(C(F)(F)F)cc2Cl)cc1
    -37% | -4% | -54% | 23 | 11% | -0.3 | 2 | 5% | 3%
> OC1CCN(Cc2nc(Cc3ccccc3Cl)no2)CC1
    5% | -8% | -5% | -3 | -5% | 0.3 | -6 | -2% | -4%
> Cc1ccc(C(=O)CSc2cnc3ccccc3n2)cc1C
    -42% | 1% | -11% | -9 | -12% | 1.2 | -1 | -2% | -8%
